EBNA-1 inh: blocks EBNA-1 binding to DNA. inhibition, % at 14.8 µM. AID 1950. EBNA-1 DNA binding, fluorescence polarization. 300,000 tested, 0.34% active; in the data active = inhibition above about 28%
TPT1 inhibitor: inhibitors of Candida albicans tRNA 2'-phosphotransferase TPT1 | recombinant caTPT1, FP RNA substrate dephosphorylation | inhibition, % at 5 µM | 300,000 tested, 0.81% active | AID 1962;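 active = inhibition above the mean of all tested compounds plus 3 SD, set per screening campaign, cut at about 24% in these data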;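 note: plate controls were DMSO alone for no effect and ferristatin control at 100 nM for full effect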
PP5 primary: inhibitors of human protein phosphatase 5 (PP5). P53041. purified PP5c, OMFP substrate fluorescence. inhibition, % at 6.7 µM. 320,000 tested, 0.18% active. AID 1987;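 active = inhibition above the campaign's mean inhibition across all tested compounds plus 3 SD, cut at about 9.5% in these data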;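 note: 0% = DMSO only and 100% = 100 µM cantharidin control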
Target sequence (P53041 whole entry, looked up): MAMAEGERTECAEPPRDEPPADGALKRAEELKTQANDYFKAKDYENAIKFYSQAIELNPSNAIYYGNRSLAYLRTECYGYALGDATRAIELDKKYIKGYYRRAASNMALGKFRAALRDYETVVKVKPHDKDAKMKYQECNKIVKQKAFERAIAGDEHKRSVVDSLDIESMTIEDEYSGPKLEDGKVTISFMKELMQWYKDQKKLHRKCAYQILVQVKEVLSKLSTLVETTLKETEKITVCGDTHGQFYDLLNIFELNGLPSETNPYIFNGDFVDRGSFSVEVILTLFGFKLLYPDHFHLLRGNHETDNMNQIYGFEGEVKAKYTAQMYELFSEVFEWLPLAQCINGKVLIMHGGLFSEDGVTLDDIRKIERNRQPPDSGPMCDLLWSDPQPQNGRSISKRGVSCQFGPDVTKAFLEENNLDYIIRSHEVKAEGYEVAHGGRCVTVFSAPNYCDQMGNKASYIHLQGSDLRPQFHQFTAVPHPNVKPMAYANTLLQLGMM
Fh CTSL1 inh: blocks F. hepatica cathepsin L1 in PFM18AAP counter-screen | recombinant F. hepatica cathepsin L1, Z-Leu-Arg-MCA fluorescence | inhibition, % at 5.96 µM | 300,000 tested, 0.49% active;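 active = inhibition above the mean of all tested compounds plus 3 SD, set per screening campaign, cut at about 17% in these data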;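 note: 0% = plate median of test compound wells and 100% = 1 µM Z-Phe-Ala-diazomethylketone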
Efflux pump inh: blocks antifungal efflux pumps in multiplex yeast assay. S. cerevisiae Candida pump triplex, Nile Red efflux. inhibition, % at 10 µM. 330,000 tested, 0.44% active. AID 485275;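 active = plate passing quality check with inhibition over a set limit, or well fluorescence over plate mean plus 4 SD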;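 note: Nile Red retained in pooled yeast measured as flow cytometry median fluorescence; 0% = buffer negative control and 100% = Enniatin B positive control; higher means more Nile Red kept so more efflux inhibition; some compounds called inactive have numbers as strong as hits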
PP1 inh: PP1-alpha (human) inhibition in PP5 counter-screen; P62136; purified PP1alpha, OMFP fluorescence; inhibition, % at 6.7 µM; 320,000 tested, 0.9% active; AID 2235;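 active = inhibition above the mean inhibition of all tested compounds plus 3 SD, computed separately for each screening campaign, cut at about 15% in these data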
Target sequence (P62136 whole entry, looked up): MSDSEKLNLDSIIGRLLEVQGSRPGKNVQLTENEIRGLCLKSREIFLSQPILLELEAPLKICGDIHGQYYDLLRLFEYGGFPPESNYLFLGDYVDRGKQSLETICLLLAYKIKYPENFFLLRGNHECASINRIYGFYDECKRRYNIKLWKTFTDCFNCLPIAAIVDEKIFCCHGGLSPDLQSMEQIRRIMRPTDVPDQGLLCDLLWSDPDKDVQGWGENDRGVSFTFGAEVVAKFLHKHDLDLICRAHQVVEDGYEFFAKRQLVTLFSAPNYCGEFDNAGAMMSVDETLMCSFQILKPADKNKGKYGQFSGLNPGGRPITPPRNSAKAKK
PREPL inh: inhibits the human prolyl oligopeptidase-like enzyme; inhibition, % at 5.96 µM; 320,000 tested, 0.68% active; recombinant PREPL, fluorescence polarization activity-based probe; AID 2751; in the data active = inhibition above about 43%;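 note: 0% = enzyme with DMSO and 100% = wells lacking enzyme; many of its hits are not listed in these tables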
core dimer inh: blocks dimerization of HCV core protein. AID 1899. inhibition, % at 5 µM. 300,000 tested, 0.33% active. TR-FRET GST/Flag-core106 dimerization, 1536-well;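 active = inhibition above the mean of all tested compounds plus 3 SD, set per screening campaign, cut at about 45% in these data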
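System: GST-tagged and Flag-tagged HCV core protein residues 1-106 / Input: core106 proteins, GST 13.5 nM and Flag 17 nM / Buffer or medium: KF-containing HEPES buffer, pH 7.45, DTT, CHAPS, BSA / Probe or stimulus: Eu-anti-GST and XL665-anti-Flag labelled anti-tag antibodies / Schedule: 4 h, 22.5 °C incubation / Technique: TR-FRET 671 and 617 nm emission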
ZTA counter: counter-screen for EBNA-1 inhibitors: inhibitors of Epstein-Barr virus ZTA. ZTA-DNA binding, fluorescence polarization. inhibition, % at 11 µM. 320,000 tested, 0.15% active. AID 2234; in the data active = inhibition above about 33%
An asterisk follows results filed as active. A portion of the library; rates above refer to the full screens.

Screening COc1ccc(N2CC(C(=O)N3CCCC(C)C3)CC2=O)cc1 (stereo not drawn) returned EBNA-1 inh 0, TPT1 inhibitor 1, PP5 primary 0.9, Fh CTSL1 inh -1, Efflux pump inh -0.1, PP1 inh -3, PREPL inh -4, core dimer inh 1 and ZTA counter -4.
`CCOC(=O)c1cc(-c2ccccc2)n(Cc2cc(CC)no2)n1` gave EBNA-1 inh -4, TPT1 inhibitor -4, PP5 primary 0.6, Fh CTSL1 inh -1, Efflux pump inh 0.2, PP1 inh 0, PREPL inh -2, core dimer inh -2 and ZTA counter 4.
Screening CN(C)c1ccc(Nc2nc(N)c3ccccc3n2)cc1 returned EBNA-1 inh 12, TPT1 inhibitor -3, PP5 primary 1.2, Fh CTSL1 inh -2, Efflux pump inh 0.1, PP1 inh 2, PREPL inh 13, core dimer inh -43 and ZTA counter -6.
Screening COc1ccc(C(=O)N2CCOC2CNC(=O)C(=O)NCc2ccc3c(c2)OCO3)cc1 (stereo not drawn) returned EBNA-1 inh 16, TPT1 inhibitor 0, PP5 primary -0.8, Fh CTSL1 inh 0, Efflux pump inh -0.6, PP1 inh 2, PREPL inh 18, core dimer inh 2 and ZTA counter -7.
Cc1ccc(NC(=O)c2cc(F)c(F)cc2Cl)nc1 was read as EBNA-1 inh 1, TPT1 inhibitor 2, PP5 primary 0.3, Fh CTSL1 inh -1, Efflux pump inh 0.0, PP1 inh 1, PREPL inh -1, core dimer inh -1 and ZTA counter 2.
Cc1cc(C)nc(N/N=C/c2ccc3c(c2)OCCO3)n1 was read as EBNA-1 inh -10, TPT1 inhibitor -1, PP5 primary 0.4, Fh CTSL1 inh -1, Efflux pump inh 0.1, PP1 inh -1, PREPL inh 11, core dimer inh -2 and ZTA counter -11.
CN(C)[C@@H](CO)c1nnc([C@H](CC(=O)O)NC(=O)C2CCNCC2)o1 was read as EBNA-1 inh 16, TPT1 inhibitor 0, PP5 primary 1.8, Fh CTSL1 inh -5, Efflux pump inh 0.0, PP1 inh -4, PREPL inh 1, core dimer inh -1 and ZTA counter 13.
For Cn1c(N)c(C(=O)COC(=O)C2CCCC2)c(=O)n(C)c1=O the results were EBNA-1 inh 1, TPT1 inhibitor -2, PP5 primary -1.0, Fh CTSL1 inh -2, Efflux pump inh 0.0, PP1 inh -1, PREPL inh -10, core dimer inh -2 and ZTA counter 6.
For CCOC(=O)N1CCN(C(=O)CSc2ccc(-c3ccc(OC)c(OC)c3)nn2)CC1 the results were EBNA-1 inh -10, TPT1 inhibitor 0, PP5 primary -2.1, Fh CTSL1 inh 0, Efflux pump inh 0.1, PP1 inh 0, PREPL inh 3, core dimer inh 0 and ZTA counter -3.
`Cc1cc(-c2sccc2C)nc(-n2cccc2)n1` gave EBNA-1 inh 7, TPT1 inhibitor -2, PP5 primary -0.2, Fh CTSL1 inh 3, Efflux pump inh -0.1, PP1 inh 1, PREPL inh 19, core dimer inh 2 and ZTA counter 11.
`CCNc1nc(OC)nc(Oc2ccc(C(=O)OC)cc2)n1` gave EBNA-1 inh -8, TPT1 inhibitor -3, PP5 primary 0.8, Fh CTSL1 inh -1, Efflux pump inh -0.1, PP1 inh 1, PREPL inh -3, core dimer inh -6 and ZTA counter -3.
Cc1cccc(CCNC(=O)CCc2c(C)nc3ncnn3c2C)c1 was read as EBNA-1 inh -2, TPT1 inhibitor -3, PP5 primary 0.8, Fh CTSL1 inh 0, Efflux pump inh 0.0, PP1 inh 3, PREPL inh 2, core dimer inh -3 and ZTA counter 13.
Screening COc1ccccc1NC(=O)c1ccc(CN(c2cc(Cl)ccc2C)S(=O)(=O)c2ccccc2)cc1 returned EBNA-1 inh 1, TPT1 inhibitor -4, PP5 primary 1.3, Fh CTSL1 inh -7, Efflux pump inh -0.1, PP1 inh -3, PREPL inh 8, core dimer inh 7 and ZTA counter -6.
Screening O=c1[nH]c2cc3c(cc2cc1CN(CCCO)C(=S)NCc1ccco1)OCO3 returned EBNA-1 inh 9, TPT1 inhibitor -3, PP5 primary -1.6, Fh CTSL1 inh 4, Efflux pump inh 0.0, PP1 inh -2, PREPL inh 8, core dimer inh -4 and ZTA counter 6.
CC1=CC(=O)C=C(C)C1=NOC(=O)c1cccc([N+](=O)[O-])c1 was read as EBNA-1 inh -4, TPT1 inhibitor 1, PP5 primary 1.1, Fh CTSL1 inh -1, Efflux pump inh -0.2, PP1 inh -1, PREPL inh 11, core dimer inh -12 and ZTA counter -6.
For COc1cc(CN2CCC(Cc3ccccc3)CC2)cc([N+](=O)[O-])c1O the results were EBNA-1 inh -7, TPT1 inhibitor 2, PP5 primary 2.2, Fh CTSL1 inh 5, Efflux pump inh -0.1, PP1 inh 4, PREPL inh 19, core dimer inh -10 and ZTA counter -9.
`O=C(Nc1cc2nn(-c3ccccc3)nc2cc1Cl)c1ccco1` gave EBNA-1 inh 1, TPT1 inhibitor 9, PP5 primary 2.8, Fh CTSL1 inh -4, Efflux pump inh 0.0, PP1 inh 6, PREPL inh 0, core dimer inh 38 and ZTA counter 25.
Screening COCCN1CN=C(NS(=O)(=O)c2ccc(C)cc2)NC1 returned EBNA-1 inh 0, TPT1 inhibitor 0, PP5 primary -0.1, Fh CTSL1 inh 1, Efflux pump inh -0.1, PP1 inh -5, PREPL inh 0, core dimer inh 3 and ZTA counter 7.
Screening O=C(Nc1cccc2cccnc12)C1CCCC1 returned EBNA-1 inh -8, TPT1 inhibitor 4, PP5 primary 3.2, Fh CTSL1 inh -3, Efflux pump inh 1.3, PP1 inh -1, PREPL inh -10, core dimer inh -3 and ZTA counter 4.
`O=C(c1ccc(Cl)cc1)N1CCCCC(Sc2nnc(-c3ccc4c(c3)OCO4)o2)C1=O` (stereo not drawn) gave EBNA-1 inh 2, TPT1 inhibitor -1, PP5 primary 0.4, Fh CTSL1 inh 7, Efflux pump inh -0.1, PP1 inh 0, PREPL inh -15, core dimer inh 4 and ZTA counter -14.
COc1ccc(C(=O)NCCCNC(=O)c2cnccn2)cc1 was read as EBNA-1 inh -5, TPT1 inhibitor -1, PP5 primary 2.6, Fh CTSL1 inh -5, Efflux pump inh -0.2, PP1 inh -2, PREPL inh -1, core dimer inh -3 and ZTA counter 1.
COC(=O)C1=C(C)NC2=C(C(=O)CC(C)(C)C2)C1c1ccccn1 (stereo not drawn) was read as EBNA-1 inh 8, TPT1 inhibitor 1, PP5 primary 0.0, Fh CTSL1 inh 0, Efflux pump inh -0.1, PP1 inh 0, PREPL inh 2, core dimer inh -1 and ZTA counter 2.
`O=C(CSc1nnnn1-c1ccccc1)Nc1ccc(N2CCOCC2)c(Cl)c1` gave EBNA-1 inh 6, TPT1 inhibitor -2, PP5 primary 1.8, Fh CTSL1 inh 0, Efflux pump inh 0.0, PP1 inh 0, PREPL inh 2, core dimer inh 7 and ZTA counter 0.
For O=C(NCc1cccc(Br)c1)c1cc(-c2ccccc2)nn1CC1CC(c2cccnc2)=NO1 (stereo not drawn) the results were EBNA-1 inh -5, TPT1 inhibitor 1, PP5 primary 4.0, Fh CTSL1 inh -1, Efflux pump inh 0.3, PP1 inh 2, PREPL inh 2, core dimer inh -4 and ZTA counter -7.
For CN1/C(=C/C2CC(=O)N(c3ccc([N+](=O)[O-])cc3)C2=O)C(C)(C)c2ccccc21 (stereo not drawn) the results were EBNA-1 inh 11, TPT1 inhibitor 25*, PP5 primary -1.1, Fh CTSL1 inh 3, Efflux pump inh -0.1, PP1 inh 1, PREPL inh 14, core dimer inh 12 and ZTA counter 9.
For CC(C)C[C@H](NC(=O)OC(C)(C)C)C(=O)N[C@@H](CO)[C@H](O)[C@@H]1C[C@@H]1C(=O)NC1CCCCC1 the results were EBNA-1 inh -3, TPT1 inhibitor -1, PP5 primary 3.5, Fh CTSL1 inh 33*, Efflux pump inh 0.1, PP1 inh 1, PREPL inh 15, core dimer inh -18 and ZTA counter -15.
For Cc1occc1C(=O)Nc1cccc(/C=C/C(=O)O)c1 the results were EBNA-1 inh 2, TPT1 inhibitor -2, PP5 primary -1.1, Fh CTSL1 inh -4, Efflux pump inh 0.1, PP1 inh 0, PREPL inh -1, core dimer inh 1 and ZTA counter 9.
CCN(CC(=O)Nc1ccccc1C(F)(F)F)CC(=O)NC1CC1 was read as PP5 primary -2.5, Efflux pump inh 0.2, PP1 inh -6, PREPL inh 12 and ZTA counter -2.
For Cc1oc2ccc(OCc3c(F)cccc3Cl)cc2c1C(=O)O the results were EBNA-1 inh -1, TPT1 inhibitor 2, PP5 primary -1.1, Fh CTSL1 inh -4, Efflux pump inh 0.1, PP1 inh 0, PREPL inh 10, core dimer inh 0 and ZTA counter 2.
Screening Nc1nc2ccccc2n1C(=O)CCc1ccccc1 returned EBNA-1 inh 13, TPT1 inhibitor -6, PP5 primary 1.4, Fh CTSL1 inh 1, Efflux pump inh 0.5, PP1 inh -1, PREPL inh 3, core dimer inh -5 and ZTA counter 6.
For O=C(O)C1CCN(C(=O)CCN2C(=O)S/C(=C\c3ccccc3)C2=O)CC1 the results were EBNA-1 inh -1, TPT1 inhibitor 0, PP5 primary 0.4, Fh CTSL1 inh 0, Efflux pump inh -0.1, PP1 inh -3, PREPL inh 5, core dimer inh 7 and ZTA counter 4.
For CCn1c(SCC(=O)OC2CCCCC2)nc2ccccc2c1=O the results were EBNA-1 inh -7, TPT1 inhibitor -2, PP5 primary 2.8, Fh CTSL1 inh 1, Efflux pump inh -0.5, PP1 inh -1, PREPL inh 26, core dimer inh 7 and ZTA counter -3.
`COc1ccc(CNC(N)=O)cc1` gave EBNA-1 inh 11, TPT1 inhibitor 1, PP5 primary -1.2, Fh CTSL1 inh -2, Efflux pump inh -0.1, PP1 inh -3, PREPL inh 2, core dimer inh -4 and ZTA counter -2.
CCN(C(=O)c1cnc2scc(C)n2c1=O)c1ccccc1C was read as EBNA-1 inh 10, TPT1 inhibitor -1, PP5 primary -2.0, Fh CTSL1 inh 7, Efflux pump inh -0.1, PP1 inh -2, PREPL inh 3, core dimer inh 10 and ZTA counter 9.
For COC(=O)N/N=C/c1cc(N=Nc2ccccc2)ccc1O the results were EBNA-1 inh -12, TPT1 inhibitor -2, PP5 primary 0.7, Fh CTSL1 inh 2, Efflux pump inh 0.0, PP1 inh -4, PREPL inh -21, core dimer inh -5 and ZTA counter -5.
For OCCN1CCN(Cc2cc(Cl)c3cccnc3c2O)CC1 the results were EBNA-1 inh -10, TPT1 inhibitor 1, PP5 primary 3.5, Fh CTSL1 inh -2, Efflux pump inh 0.3, PP1 inh -5, PREPL inh 9, core dimer inh -8 and ZTA counter -3.
`O=C(NCC1CCCO1)c1ccc(COc2ccccc2Br)cc1` (stereo not drawn) gave EBNA-1 inh -10, TPT1 inhibitor 1, PP5 primary 0.6, Fh CTSL1 inh 2, Efflux pump inh 0.6, PP1 inh -1, PREPL inh 8, core dimer inh -2 and ZTA counter -11.
